Assay outcomes as filed in PubChem.
APP transl inh – inhibitors of APP translation via 5'UTR reporter, primary screen, APP 5'UTR luciferase, SH-SY5Y cells; SH-SY5Y APP 5'UTR-luciferase reporter, luminescence; inhibition, % at 2 µM; 190,000 tested, 0.82% active; AID 1285, 2008;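 active means inhibition above a set limit, derived from the sample mean plus 3 SD, cut at about 45% in these data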; further: values of inactives mirror those of a sister screen read the other way
APP 5'UTR act – activators of APP 5'UTR luciferase reporter, primary screen, SH-SY5Y cells; 190,000 tested, 1% active; SH-SY5Y APP 5'UTR luciferase reporter, luminescence; zero percent = DMSO vehicle wells; activation, % at 2 µM;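 active means activation above a set limit, based on mean plus 3 SD of controls, cut at about 140% in these data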; further: values of inactives mirror those of a sister screen read the other way
NF-kB neuron act – activators of NF-kB expression in neurons, primary screen, cell-based, HTS. human neuronal cells, NF-kB reporter expression; active compounds read high. 190,000 tested, 1.6% active. fold change at 12.5 µM; in the data active means fold change above about 3.3
STAT3 inh – IL-6 driven STAT3 reporter inhibitors, primary screen, U3A cells, luciferase, luminescence, MLSCN library; inhibition, % at 5.5 µM; 190,000 tested, 0.89% active; IL-6 STAT3-luciferase reporter; host cell line lacks STAT1;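 active means inhibition above the mean inhibition across all screened compounds plus 3 SD, cut at about 44% in these data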;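 further: 0% = DMSO only wells and 100% = 100 µM nifuroxazide control wells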
FLuc inh counter – firefly luciferase enzyme inhibitors, primary screen, artefact control for luciferase-based inhibitor screens, biochemical, luminescence, ATPLite | 200,000 tested, 1.5% active | Luciferin 4-monooxygenase (Photinus pyralis), P08659 | inhibition, % at 10 µM | AID 1006, 2008 | 10 min;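 active means inhibition above about 50% when tested at 10 µM, limit read from the data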
Target sequence (P08659 whole entry, looked up): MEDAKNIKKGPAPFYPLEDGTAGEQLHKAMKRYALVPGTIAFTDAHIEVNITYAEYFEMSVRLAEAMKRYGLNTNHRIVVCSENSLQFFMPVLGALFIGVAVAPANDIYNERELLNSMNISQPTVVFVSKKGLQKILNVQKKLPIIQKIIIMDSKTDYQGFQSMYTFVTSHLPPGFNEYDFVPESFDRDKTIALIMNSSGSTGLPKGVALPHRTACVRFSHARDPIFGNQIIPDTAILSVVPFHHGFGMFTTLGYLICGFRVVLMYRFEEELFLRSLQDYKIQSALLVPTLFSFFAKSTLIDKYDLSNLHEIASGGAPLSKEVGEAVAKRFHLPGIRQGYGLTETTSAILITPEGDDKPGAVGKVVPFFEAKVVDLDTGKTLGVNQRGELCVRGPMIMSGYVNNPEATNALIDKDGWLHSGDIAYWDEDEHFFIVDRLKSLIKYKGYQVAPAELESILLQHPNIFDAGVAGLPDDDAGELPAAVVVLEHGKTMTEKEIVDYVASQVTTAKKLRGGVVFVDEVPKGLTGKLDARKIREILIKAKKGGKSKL
STAT1 blocker – STAT1 signaling inhibitors, primary screen, cell-based, HTS, luciferase reporter; inhibition, % at 5.5 µM; 200,000 tested, 0.35% active; NIH 3T3 STAT1-luciferase reporter, IFN-gamma, luminescence;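 active means inhibition above a set limit, the mean inhibition across all tested compounds plus 3 SD, cut at about 34% in these data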;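 further: 0% = IFN-gamma with DMSO and 100% = IFN-gamma with 300 µM nifuroxazide; values of inactives mirror those of a sister screen read the other way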
Hsp70 act – Hsp70 transcriptional activators, primary screen, cell-based, HeLa, Hsp70 promoter luciferase, luminescence, 10 µM; HeLa Hsp70 promoter luciferase reporter; scaled: vehicle 0, proteasome-inhibitor control 100%; activation, % at 10 µM; 200,000 tested, 0.04% active;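 active means activation above the mean across all tested compounds plus 3 SD, cutoff set per campaign, cut at about 5.5% in these data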;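 further: 100% = MG132 at 30 µM as the positive control and 0% = DMSO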
STAT3 activator – IL-6 driven STAT3 reporter potentiators, primary screen, U3A cells, luciferase, luminescence, MLSCN library; IL-6 STAT3-luciferase reporter; 100% = signal with IL-6 EC80 alone; activation (% of control), % at 5.6 µM; 190,000 tested, 0.91% active; AID 871, 2007;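 active means activation above the screen-wide mean of compound activation plus 3 SD, cut at about 130% in these data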;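 further: 0% = background luminescence of wells with medium and substrate only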
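Detection: reporter luminescence signal / Assay system: STAT1-lacking human U3A cells, STAT3 luciferase reporter / Incubation: compound pre-incubation 1 h before IL-6, then 6 h stimulation at 37 °C / Control set: IL-6-only high control / Read-out: % activation relative to IL-6 control / Probe or stimulus: Interleukin-6, 33 ng/mL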
STAT1 activator – STAT1 signaling activators, primary screen, cell-based, HTS, luciferase reporter; NIH 3T3 STAT1-luciferase reporter, IFN-gamma, luminescence; 100% = IFN-gamma alone, no compound; activation (% of control), % at 5.5 µM; 200,000 tested, 2.6% active; AID 932, 2007;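 active means activation above the screen-wide mean activation plus 3 SD, cut at about 130% in these data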;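 further: raw ratio to IFN-gamma control signal so 100% means no change and 0% no light; values of inactives mirror those of a sister screen read the other way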
RAM network inh – inhibitors of the yeast RAM network, primary screen, dse1pr::URA3 reporter, 5-FOA selection. inhibition, % at 50 µM. 190,000 tested, 1.8% active. S. cerevisiae dse1pr::URA3 reporter, 5-FOA growth OD615, 2 d; analog-sensitive cbk1-as2 kinase mutant strain. AID 868, 2007;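 active means inhibition above a set limit, 3 SD over mean compound inhibition, cut at about 8.4% in these data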;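 further: 0% = DMSO-only wells with no growth and 100% = 10 µM 1-NA-PP1 full growth; inhibition rescues growth on 5-FOA so higher OD means more RAM inhibition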
Active calls of the source: *; nt = not tested or not shown.

SMILES	APP transl inh	APP 5'UTR act	NF-kB neuron act	STAT3 inh	FLuc inh counter	STAT1 blocker	Hsp70 act	STAT3 activator	STAT1 activator	RAM network inh
Cc1ccc(C(=O)N[C@H](C(=O)OCC(=O)NC2CCS(=O)(=O)C2)C(C)C)cc1 (stereo partly specified)	-24	24	1.2	0	-4	-3	-0.3	103	103	2.3
CN1CCN(C(=O)c2cnn3c(C(F)(F)F)cc(-c4ccc5c(c4)OCO5)nc23)CC1	-13	13	2.4	6	0	-1	-0.3	97	101	0.4
CCOc1cccc2sc(NN)nc12	-7	7	1	-4	0	-1	0.4	114	99	-0.5
CCCNC(=O)c1csc2c1CCCCC2	-1	1	1.2	5	-4	5	-0.1	100	96	-0.7
C/C(CCN1CCCCc2nc(C)c(C)cc21)=N\O[C@@H](C)CN1CCCCc2nc(C)c(C)cc21	-6	6	1	-6	-8	5	-0.2	102	95	0.4
Cc1nc2ccccc2n1-c1nc(-c2ccco2)cc(C(F)(F)F)n1	38	-37	0.71	6	-7	1	-0.1	100	100	1.9
Cc1nn(C)c(C)c1S(=O)(=O)N1CCCC(C(=O)NC2CCCCC2)C1 (stereo unspecified)	4	-4	1.1	1	-5	8	0.7	103	93	-0.5
CCOCCCn1c(=S)[nH]c2cc(C(=O)NCC(OC)OC)ccc2c1=O	-11	11	1.2	3	-1	-4	-0.2	108	103	1.0
Cc1ccc(CSc2nnc(NC(=O)Cn3cnc4ccccc4c3=O)s2)cc1	9	-9	0.9	-3	1	-13	0.5	108	109	5.6
CC(=O)N/C(=C\c1ccccc1)C(=O)Nc1ccc(O)cc1	-26	26	1.6	-2	4	-2	0.1	107	102	0.0
CCOc1ccc2nc(Cl)c(C3CC(c4ccccc4)=NN3C(=O)c3cccs3)cc2c1 (stereo unspecified)	-28	28	1.3	1	-8	-5	-0.2	99	104	7.9
O=C(c1cccnc1)N1CCN(Cc2ccc3c(c2)OCO3)CC1	-16	16	1.1	10	-6	1	0.0	95	99	2.6
CCCCN(CC)Cc1ccc(CNC(=O)Nc2ccc(OC)cc2OC)o1	nt	nt	1.7	1	-6	0	1.4	104	100	0.9
COc1ccc(C(=O)NNC(=O)C(NC(=O)c2ccccc2NC(=O)c2ccco2)C(C)C)cc1 (stereo unspecified)	-20	20	1	8	-6	7	-0.3	95	93	0.4
CCN(CC)c1ccc(C=Nc2ccc(C)cc2)c(O)c1	10	-10	1.2	13	7	1	-0.1	92	100	-0.3
Cc1ccc(/C=C(/C#N)C(=O)NC(C)c2ccccc2)o1 (stereo unspecified)	22	-22	1.4	10	0	7	-0.2	91	94	1.7
CCOC(=O)c1cnc(-n2nc(C)cc2C)nc1N(C)C	-50	50	2.1	30	80*	-14	0.1	77	113	-2.5
Nc1cc(Cl)nc(N/N=C/c2c(O)ccc3ccccc23)n1	-18	18	4.4*	-1	29	4	0.1	102	96	1.4
CCn1nnnc1SCC(=O)c1cc(Cl)ccc1OC	1	-1	1.2	16	-2	-4	-0.3	89	102	2.4
O=C(NNC(=S)Nc1cccc(C(F)(F)F)c1)c1cccc(Cl)c1	1	-1	1	10	-2	1	0.0	92	99	1.8
Cc1ccc(NC(=O)CN2CCN(CCN=CC3=C(O)CC(c4ccc(C)cc4)CC3=O)CC2)cc1 (stereo unspecified)	-13	13	1.1	-4	-6	-1	-0.5	105	99	1.2
Cc1ccccc1Nc1nc(N)nc(CN2CCN(Cc3ccc4c(c3)OCO4)CC2)n1	-4	4	1.1	5	-9	0	-0.2	102	98	0.6
Cc1ccc(C(=O)NC(=S)N2CCN(C)CC2)cc1	52*	-52	1.2	-8	-6	-4	-0.2	112	104	0.7
NC(=S)NNC(=O)Nc1ccc(Cl)c(Cl)c1	-1	1	1	16	-8	-3	-0.2	88	102	-0.8
COc1ccc(-c2nnc(SC(C(=O)c3c[nH]c4ccccc34)c3ccccc3)n2N)cc1OC (stereo unspecified)	8	-9	0.73	-13	-4	-6	0.1	108	105	6.9
COc1cc(OC)nc(NC(C)=O)n1	-6	6	2.8	1	-1	-3	-0.4	102	102	0.3
Cc1ccc2c(CC(=O)OCc3cc(=O)n4c(n3)sc3ccccc34)coc2c1	-26	25	1.3	18	-4	-1	-0.5	86	101	2.8
CCN1C(=O)c2cccc3cccc1c23	-2	2	1.1	12	0	-1	-0.1	94	101	0.0
N#C/C(=C\c1c(N(Cc2ccccc2)Cc2ccccc2)nc2ccccn2c1=O)C(N)=O	7	-7	0.39	4	-1	6	0.0	98	94	1.7
OCC1(CCCc2ccccc2)CCN(Cc2cc(F)ccc2F)CC1	3	-3	1	-9	-5	-7	-0.2	112	105	0.2
COc1ccc(/C=N/Nc2cc(N3CCCC3)nc(N3CCCC3)n2)cc1	26	-27	1.9	11	-1	17	-0.3	95	85	0.8
CC(C)(C)NC(=O)Cn1nnnc1-c1nonc1N	-4	4	1.6	-3	-4	-11	-0.2	106	110	0.7
NNC(=O)c1sc(-c2ccc(Cl)cc2)cc1N	-7	7	1.1	5	1	-34	0.0	100	134*	0.0
Cc1onc(-c2ccccc2Cl)c1C(=O)Nc1sc2c(c1C#N)CCC2	0	0	0.98	-1	-2	12	0.7	103	89	5.9
O=[N+]([O-])c1ccc(S(=O)(=O)N(CCCN2CCOCC2)Cc2cccs2)cc1	-8	8	1.1	9	-6	6	-0.4	96	92	3.2
CC(=O)c1ccc(NC(=O)c2cc(Cl)sc2Cl)cc1	-84	84	1.9	-5	-4	-24	0.1	100	122	2.4
CCc1ccccc1NC(=O)CN(C)C(=O)CSc1nn(-c2ccccc2)c(=S)s1	-17	17	1.1	10	-1	3	-0.3	91	97	3.2
CC1(C)Cc2cccc(OCC(=O)Nc3cccnc3Cl)c2O1	-3	3	1.1	-2	-6	-2	-0.1	101	102	-0.7
Cc1cc(NCCCN2CCOCC2)n2nc(C)c(-c3ccccc3)c2n1	-4	4	1	-10	-5	10	-0.2	110	91	3.7
O=c1[nH]c(NNC(=S)NCc2ccccc2)nc2c1C1(CCCCC1)Cc1ccccc1-2	-13	13	1.2	19	-13	11	-0.3	87	90	4.4
NS(=O)(=O)c1ccc(NC(=O)/C=C/c2ccccc2Cl)cc1	4	-4	1.1	30	-4	-2	-0.2	78	101	5.2
CC(=O)c1ccc(NC(=O)c2ccn(C(=O)OCC(C)C)n2)cc1	-77	77	2.2	8	16	-31	0.2	96	127	1.1
O=C(Nc1c(C(=O)N2CCOCC2)cnn1-c1ccccc1)c1ccco1	0	0	1	7	-7	1	0.3	98	99	0.0
CC(C)OC(=O)c1cc(=O)[nH]c2ccccc12	-4	4	1.1	3	0	0	0.0	99	100	0.8
Nc1nc(-c2ccccc2)nn1C(=O)c1ccco1	6	-6	1.2	15	1	-10	-0.3	95	107	2.5
Cc1ccc(CSc2nnc(-c3ccncc3)o2)c(C)c1	-10	10	1.8	8	-3	-13	-0.2	94	111	1.7
Cc1ccc2nc(NC(=O)COC(=O)c3ccccn3)sc2c1	-114	114	1.8	12	20	-28	0.0	94	128	-0.4
Cc1ccc(S(=O)(=O)N2CCCC2C(=O)OCc2nc3ccccc3s2)cc1 (stereo unspecified)	16	-16	1.2	-12	3	-5	-0.3	114	105	4.2
CCc1ccc2c(c1)C(=O)C(=O)N2CC(=O)Nc1ccc(NC(=O)c2ccccn2)cc1	17	-17	1	-6	-8	-28	-0.3	107	124	2.1
CCOC(=O)C1CCCN(C(=O)c2ccc(Cl)c(S(=O)(=O)N3CCCCCC3)c2)C1 (stereo unspecified)	-7	7	0.78	17	6	8	0.0	95	92	0.6
CCN1CCN(C(=S)c2ccc(OCC(=O)N3CCOCC3)cc2)CC1	7	-7	1.2	-2	-4	1	-0.2	103	99	1.2
Cn1c(=O)c2c(nc(NCCCO)n2Cc2cccc(C(F)(F)F)c2)n(C)c1=O	-24	24	0.66	9	-4	4	0.1	95	100	-0.7
CC(C)CNC(=O)CSc1nc2nn(-c3ccccc3)c(=O)c-2c2n1CCCCC2	7	-7	1.1	16	1	7	-0.1	93	93	-0.9
COc1cc(/C=N/NC(=O)Cc2ccc(Br)cc2)cc(OC)c1O	-12	12	1.1	2	-2	6	0.4	100	93	3.5
CCC(=O)Nc1cccc(C(=O)c2ccc(C)c(C)c2)c1	0	0	1.3	22	1	3	-0.3	85	95	-1.7
CC(C)CCNC(=O)c1nnc(Cc2ccc(Cl)cc2)o1	-1	1	1	7	-4	3	0.0	101	98	2.3
COc1ccc(OC)c(NC(=O)CSCc2cnn(-c3ccccc3)c2-n2cccc2)c1	0	0	1.3	-4	-8	1	-0.2	107	99	16*
O=c1ccn(-c2ccccc2)[nH]1	15	-15	1.2	4	0	2	-0.1	105	99	0.1
O=C(O)c1cc([N+](=O)[O-])c(N2CCCC2)c([N+](=O)[O-])c1	-4	4	1.1	-1	-1	-4	-0.1	103	104	3.3
CC1=NN(C(=O)Cc2ccc([N+](=O)[O-])cc2)C(O)(c2cccnc2)C1 (stereo unspecified)	2	-3	1.1	8	-4	5	-0.3	99	96	1.1

Ordered by number of heavy atoms (ascending): some entries from above.
SMILES	APP transl inh	APP 5'UTR act	NF-kB neuron act	STAT3 inh	FLuc inh counter	STAT1 blocker	Hsp70 act	STAT3 activator	STAT1 activator	RAM network inh
O=c1ccn(-c2ccccc2)[nH]1	15	-15	1.2	4	0	2	-0.1	105	99	0.1
Cc1ccc(CSc2nnc(-c3ccncc3)o2)c(C)c1	-10	10	1.8	8	-3	-13	-0.2	94	111	1.7
COc1ccc(OC)c(NC(=O)CSCc2cnn(-c3ccccc3)c2-n2cccc2)c1	0	0	1.3	-4	-8	1	-0.2	107	99	16*

(continued)
SMILES	APP transl inh	APP 5'UTR act	NF-kB neuron act	STAT3 inh	FLuc inh counter	STAT1 blocker	Hsp70 act	STAT3 activator	STAT1 activator	RAM network inh
Cc1ccc(C)c2nc(Cl)c(C#N)cc12	20	-20	1.2	7	3	0	-0.1	97	98	4.4
Nc1c(C(=O)Nc2ccc(Br)cc2)sc2nc(-c3ccco3)ccc12	-17	17	1.7	-4	5	-5	0.0	108	105	-0.9
O=C(c1cc2ccccn2n1)N1CCN(c2ccccn2)CC1	12	-12	0.64	5	-2	13	-0.1	104	88	0.4
Cc1cc(NC(=O)CCC(=O)N(Cc2ccco2)C(C(=O)NCC2CCCO2)c2ccncc2)no1 (stereo unspecified)	-21	21	1.1	2	-7	-9	-0.2	104	106	2.1
O=C1c2cccc3cccc(c23)C(=O)N1CCCN(C(=O)c1cccs1)c1cccc(F)c1	2	-2	1.1	-39	-1	-2	-0.4	128	105	0.7
CC(C)(C)OC(=O)N1CCC(c2cc(-c3cccs3)n[nH]2)CC1	-10	10	1.2	-2	-7	-11	0.6	113	109	-1.5
COc1ccc(N(CC(=O)NC2CCCC2)C(=O)CCC(=O)Nc2cc(C)on2)c(OC)c1	0	0	1.4	6	-6	-1	-0.1	103	101	2.9
